Coupling enz: counter-screen for Giardia aldolase inhibitors: coupling enzyme system; AID 2472; coupling enzyme system counterscreen, AmpLite Red fluorescence; activity change, negative = inhibition, % at 58.2 µM, hits read low; actives 0.67% (n = 290,000); in the data active = activity change below about -30%; also: % is scaled to controls: 0 for no effect and ±100 for the full control effect
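First, compound is pin-transferred into glyceraldehyde-3-phosphate coupling-enzyme reagent at 57.5 uM final and held 10 min at RT. Next, substrate, coupling system and AmpLite Red are added. After 20 min RT, fluorescence (525/598 nm) is read.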
Giardia killer: kills Giardia lamblia | Giardia lamblia trophozoite viability | activity change, % at 7.66 µM, hits read low | actives 0.15% (n = 340,000) | AID 540267; in the data active = activity change below about -80%; inconclusive = between about -30% and that limit;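 also: parasites exposed to compound for two days anaerobically before the ATP read; % is scaled to controls: 0 for no effect and ±100 for the full control effect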
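Each well holds 100 Giardia trophozoites and compound. After two days (48 hrs) at 37 deg C in anaerobic conditions, ATP is quantified by luminescence.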
Tb PFK inh: T. brucei PFK enzyme inhibition. actives 0.17% (n = 330,000). O15648. AID 485367. Potency, µM (doses to about 57.5 µM), inactives show top-dose activity, negative = inhibition, hits mostly inhibitors. T. brucei PFK, ADP-Glo luminescence;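 also: potency is read from the fitted curve at half-maximal effect; 0% = uninhibited 1x PFK enzyme wells and -100% = no-enzyme wells; nearly all actives have a fitted effect of over 60% in size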
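1.25 nM PFK with 0.5 mM F6P and 0.1 mM ATP in 0.1 M TEA pH 8.0, 5 mM MgCl2, incubated 45 min at room temperature; ADP measured by ADP-Glo luminescence; compounds titrated up to 57 uM.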
Integrin act MD: integrin-mediated muscular dystrophy alleviation activation. Potency, µM (top dose mostly 38.3 µM), for the others: at the top dose activation, actives largely listed as activators. alpha7betagal myoblasts, beta-gal FDG fluorescence, 48 h. actives 0.064% (n = 350,000). AID 624291;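 also: potency is read from the fitted curve at half-maximal effect; 100% = response of the positive control SU9516; nearly all actives have a fitted effect of over 60% in size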
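alpha7betagal+/- myoblasts (passage 13, 250/well) treated 48 h at 37C with compounds at 1:260 dilution of DMSO stock. Lysed, then beta-galactosidase activity read as FDG fluorescence (ex 480/em 540) after 30 min, with pre-read for autofluorescence.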
PKM2 act: PKM2 (human) enzyme activation. purified PKM2, Kinase-Glo ATP luminescence, activation; response scale: 0% is enzyme alone, no compound. P14618. actives 0.34% (n = 260,000). Potency, µM (highest dose often 57.5 µM), for the others: at the top dose activation, actives largely listed as activators; also: potency is read from the fitted curve at half-maximal effect; % is scaled to controls: 0 for no effect and ±100 for the full control effect; nearly all actives have a fitted effect of over 55% in size
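ATP formation by purified human PK-M2, quantified via coupled luciferase luminescence after 1 h at room temperature with 0.1 mM ADP and 0.5 mM PEP final.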
Menin MLL FP TR: displaces Texas Red mutant MLL peptide from human menin; actives 0.23% (n = 270,000); Menin + Texas Red MLL mutant peptide, fluorescence polarization; AID 1768; O00255; Potency, µM (top dose mostly 61.6 µM), for inactives: at the top dose FP activity change, negative = inhibition, hits mostly inhibitors; active = well fitted inhibition curve with a large enough effect in the polarisation, with a control signal flat, not every such curve was filed as active; inconclusive = small, poorly fitted or top-dose-only effect, or effect the other way, or a change in a side signal; inactive = no such curve, though single readings can be large or run the other way; the % refers to the polarisation; also: potency is read from the fitted curve at half-maximal effect; % of control where 0% means no effect; many of its hits are not listed in these tables
TSG101-PTAP inh: blocks PTAP/TSG101 interaction to inhibit HIV-1 budding; Q99816; Fluorescence polarization, FITC-PTAP peptide / Tsg101 binding; Potency, µM (titrated, usually from 115 µM), inactives show at the top dose activity change, negative = inhibition, most hits filed as inhibitors; 340,000 tested, under 10 active; AID 493005; active = well fitted inhibition curve with a large enough effect in the main read-out, with a control signal flat, not every such curve was filed as active; inconclusive = small, poorly fitted or top-dose-only effect, or effect the other way, or a change in a side signal; inactive = no such curve, though single readings can be large or run the other way; also: potency is read from the fitted curve at half-maximal effect; % of control where 0% means no effect
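FP read-out: FITC-PTAP peptide, 50 nM final, binding Tsg101 binding domain, 10 uM final; 20 min, r.t.; 10 mM HEPES pH 7.5, 0.15 M NaCl, 0.01% Tween 20, 3 mM EDTA, 0.1 mM TCEP.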
BCR signal inh: blocks chronic active B-cell receptor signaling. Potency, µM (titrated, usually from 46.1 µM), without a hit: at the top dose ratio change, negative = lower green/red ratio, hits mostly inhibitors. ABC-DLBCL IkBa-CBG/CBR reporter, luminescence ratio, 4 h. actives 0.05% (n = 340,000); active = well fitted inhibition curve with a large enough effect in the signal ratio, with a control signal flat, not every such curve was filed as active; inconclusive = small, poorly fitted or top-dose-only effect, or effect the other way, or a change in a side signal; the % refers to the signal ratio;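 also: potency is read from the fitted curve at half-maximal effect; plate controls were basal doxycycline-induced cells for no effect and cells given 10 µM MG132 for full effect; MG132 reads +100%, hits lower the ratio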
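TMD8 ABC-DLBCL cells carrying doxycycline-inducible green luciferase fused to IkappaBalpha plus unfused red luciferase were exposed to compounds (up to 46 uM) for 4 hrs at 37C. Activity came from the overlap-corrected green/red luminescence ratio.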
ASM inhibitor: human S-ASM enzyme inhibition; placental ASM, HMU-PC fluorogenic substrate, 60 min; Potency, µM (top dose mostly 57.5 µM), for inactives: at the top dose activity change, negative = inhibition, hits mostly inhibitors; actives 0.006% (n = 340,000); P17405; also: potency is read from the fitted curve at half-maximal effect
Target sequence (P17405 47-631 limits assumed): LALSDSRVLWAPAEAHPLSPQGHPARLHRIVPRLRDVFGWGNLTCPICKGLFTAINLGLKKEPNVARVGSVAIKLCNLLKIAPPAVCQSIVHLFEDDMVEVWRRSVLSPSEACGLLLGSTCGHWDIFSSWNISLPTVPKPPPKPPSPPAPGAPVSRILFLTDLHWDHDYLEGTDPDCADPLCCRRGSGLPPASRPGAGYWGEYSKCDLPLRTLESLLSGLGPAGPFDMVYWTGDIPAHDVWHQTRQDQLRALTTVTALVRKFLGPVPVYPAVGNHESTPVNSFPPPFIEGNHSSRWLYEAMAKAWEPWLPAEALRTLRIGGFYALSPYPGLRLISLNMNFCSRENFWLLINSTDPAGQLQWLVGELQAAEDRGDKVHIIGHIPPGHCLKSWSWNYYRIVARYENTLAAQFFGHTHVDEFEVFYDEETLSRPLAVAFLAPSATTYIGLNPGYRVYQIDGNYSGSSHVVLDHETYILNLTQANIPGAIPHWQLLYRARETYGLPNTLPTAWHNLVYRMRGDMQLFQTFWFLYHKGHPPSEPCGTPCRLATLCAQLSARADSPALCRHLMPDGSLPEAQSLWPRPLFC
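Fluorescence read-out (Ex 386 nm, Em 447 nm) after stopping the reaction at pH 10. Enzyme: ASM from human placenta; substrate HMU-PC0, 9 uM final; 60 min, 37 °C. Compound preincubation 10 min, ambient temperature.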
GALK inh: galactokinase (human) inhibition | actives 0.007% (n = 270,000) | P51570 | Potency, µM (series often up to 57.5 µM), without a hit: at the top dose activity change, negative = inhibition, hits mostly inhibitors | Purified GALK, Kinase-Glo residual ATP luminescence; also: potency is read from the fitted curve at half-maximal effect; % is scaled to controls: 0 for no effect and ±100 for the full control effect
Target sequence (P51570 whole entry, looked up): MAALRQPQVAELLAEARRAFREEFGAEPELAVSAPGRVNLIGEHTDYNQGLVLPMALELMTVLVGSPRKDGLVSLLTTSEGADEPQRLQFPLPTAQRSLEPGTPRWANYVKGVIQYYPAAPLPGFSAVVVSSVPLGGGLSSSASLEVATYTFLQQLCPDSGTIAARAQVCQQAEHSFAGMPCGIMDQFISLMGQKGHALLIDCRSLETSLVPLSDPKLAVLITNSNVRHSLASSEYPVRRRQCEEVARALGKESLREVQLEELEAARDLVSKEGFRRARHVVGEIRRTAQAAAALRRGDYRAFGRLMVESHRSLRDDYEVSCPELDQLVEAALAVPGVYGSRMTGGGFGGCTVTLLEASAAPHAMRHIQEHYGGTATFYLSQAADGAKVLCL
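ATP-depletion format; final 35 uM ATP, 100 uM D-galactose, 5 nM enzyme; pH 8.0 HEPES/Mg2+ buffer; 60 min RT; luminescence read 10 min after detection reagent.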
B2AR arrestin: agonists driving beta-arrestin recruitment to human beta2-adrenergic receptor. beta-arrestin recruitment to beta2AR, cell-based reporter. Potency, µM (top dose mostly 46.1 µM), for inactives: at the highest dose activation, most hits filed as activators. actives 0.02% (n = 330,000);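 also: potency is read from the fitted curve at half-maximal effect; 0% = DMSO controls and full agonism = EC100 isoproterenol or metaproterenol; nearly all actives have a fitted effect of over 65% in size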
* marks the source's active call; other numbers are inactive results; ? = inconclusive; . = no result given; & = joins results of further samples; [ ] = remark or other dose. Unless noted, calls follow the shape of the dose curve; as a rule, active = well fitted curve in the direction sought with a large enough effect; inconclusive = small, poorly fitted or top-dose-only effect, or another doubt; inactive = no such curve, though single readings can be large; an effect the other way counts as inactive or inconclusive. These rows are one share of the data; rates above refer to the full screens.

SMILES	Coupling enz	Giardia killer	Tb PFK inh	Integrin act MD	PKM2 act	Menin MLL FP TR	TSG101-PTAP inh	BCR signal inh	ASM inhibitor	GALK inh	B2AR arrestin
Cc1ccc(NC(=O)C2CCC(N3C(=O)C4CCCCC4C3=O)CC2)cc1 (centres undefined)	-1	0	0%	6%	.	.	-2%	1%	1%	5%	-0.2%
CCNC(=S)/C(=C(/[O-])c1ccc([N+](=O)[O-])cc1)[n+]1ccccc1	-4	9	-11%	-23%	1%	.	-7%	7%	-2%	-2%	-0.3%
CCOc1ccccc1OCCN1CCC(Cc2ccccc2)CC1	0	-9	-2%	4%	-3%	-6%	3%	-8%	-4%	2%	-0.4%
COc1ccc(-c2cc(C(=O)OCC(=O)N3CCCCC3)c3ccccc3n2)cc1OC	.	14	-1%	-11%	.	.	0%	-15%	15%	.	-0.7%
Cc1ccccc1S(=O)(=O)Cc1ccc(C(=O)NC2CC2)o1	.	-1	1%	0%	.	.	1%	-2%	-11%	-2%	0.1%
Cc1nn(-c2ccccc2)c2sc(C(=O)NC3CCCCC3)cc12	-1	4	0%	-28%	?	8%	-11%	-12%	-7%	0%	0.5%
CCOC(=O)C1=C(CSc2nc3ccccc3s2)NC(=O)NC1c1cc(C)ccc1C (centres undefined)	2	2	2%	-51%[inhibitor]	2%	9%	-6%	4%	-11%	0%	-0.2%
CCN1CCN(CCCN(Cc2ccco2)C(=S)Nc2ccc(Cl)c(C)c2)CC1	1	-1	-3%	-44%	3%	-22%	1%	-1%	18%	7%	-0.1%
CCn1c2ccccc2c2cc(NC(=S)N3CCOCC3)ccc21	2	10	1%	-11%	-1%	?	-1%	-1%	-2%	1%	-0.5%
COc1ccc(CCNC(=O)CC(=O)NCCc2ccc(OC)cc2)cc1	4	-7	3%	-3%	-9%	0%	-10%	-2%	4%	-1%	-0.1%
COc1cc(OC)c(NC2=NCCCCC2)cc1Cl	0	-4	-4%	12%	1%	-11%	-7%	-1%	6%	2%	-1.4%
CN(C)C1=NCCN1CC1CCCC1	.	12	0%	-3%	.	.	-3%	-4%	2%	.	0.2%
CCOC(=O)C1(Cc2ccccc2C)CCCN(C(=O)CCc2cccnc2)C1 (centres undefined)	1	-5	1%	-9%	3%	-22%	0%	?	-2%	1%	0.2%
COc1ccc(NC(=O)c2ccccn2)cc1	-3	?	-13%	-26%	-66%	-5%	-1%	?	3%	8%	-0.1%
CCCCn1c(NC(=O)C2CCCCC2)nc2ccccc21	-2	3	3%	-24%	-2%	.	-1%	?	-5%	-1%	0.0%
CCOc1ccc2nc(CN3CCN(Cc4ccccc4OCC)C(CCO)C3)ccc2c1 (centres undefined)	0	2	1%	-25%	1%	-19%	-5%	-4%	0%	-2%	-1.4%
O=C(COC(=O)CCNS(=O)(=O)c1ccccc1)NNC(=O)c1ccccc1	.	-6	0%	-25%	.	.	-1%	1%	-2%	.	0.0%
O=c1[nH]c(=S)[nH]c2[nH]c(=S)[nH]c12	-8	.	13µM*	.	-31%	-5%	.	19%&-4%	.	-3%	-0.2%&-0.1%
CC(=O)Nc1ccc(CN2CCN(Cc3ccc(C)cc3)C(CCO)C2)cc1 (centres undefined)	3	6	-7%	-18%	?	6%	-4%	?	5%	1%	-0.5%
C=CCn1c(SCC(=O)c2ccc(OC)cc2)nnc1C(C)NC(=O)c1cccs1 (centres undefined)	0	4	-3%	-21%	-12%	-11%	-13%	-9%	0%	-1%	0.2%
CCc1cccc(CC)c1NC(=O)C(NS(=O)(=O)c1cccs1)c1ccccc1 (centres undefined)	1	6	2%	-2%	-6%	?	-9%	-2%	3%	2%	0.6%
NC1=NC2(CCCCC2)N=C(Nc2ccc(Br)cc2)N1	3	-16	-4%	-15%	-8%	-7%	1%	?	-3%	0%	0.0%
CCOc1ccccc1NC(=S)Nc1ccc2cn[nH]c2c1	-3	1	9%	-7%	-6%	.	-2%	?	-3%	-3%	-0.2%
COc1ccccc1-n1nc(C)cc1N	2	-1	5%	17%	3%	-11%	-3%	?	3%	0%	0.3%
COc1ccc(CNC(=O)c2ccccc2[N+](=O)[O-])cc1	3	14	2%	-2%[7.66 µM]	-12%	0%	-8%	-12%	4%	3%	0.2%
CC(=O)c1ccc(NC(=S)NC(=O)/C=C/c2ccco2)cc1	5	0	-14%	?	1%	8%	-3%	-14%	-3%	-2%	-0.5%
Cn1c(NC(=O)c2ccc(F)cc2)c(-c2ccccn2)c(=O)c2ccccc21	4	-28	5%	-35%	1%	.	-1%	6%	3%	-3%	-0.4%
Cc1c(C#N)c2ncn(Cc3ccccn3)c(=O)c2n1-c1ccccc1	3	13	-1%	-6%	-17%	1%	-9%	-8%	5%	4%	0.3%
O=C(CN1C(=O)COc2ccc(S(=O)(=O)N3CCCCCC3)cc21)NCc1ccc(F)cc1	-1	-11	0%	-16%	0%	2%	1%	15%	-2%	.	-0.3%
COc1ccc(N2C(=O)[C@H]3[C@@H](C2=O)C2c4ccccc4C=NN2[C@H]3C(=O)C(C)(C)C)cc1 (some centres undefined)	0	-13	-14%	10%	-7%	.	-7%	1%	0%	2%	-0.2%
COc1ccc(N(CCC#N)C(=O)/C(C#N)=C\c2cccs2)cc1	3	6	0%	-9%	1%	.	1%	?	-2%	-1%	-0.4%
CCOC(=O)c1c(NC(=O)Cc2cccs2)sc(C(=O)NC2CCCC2)c1C	0	14	-2%	-11%	4%	?	4%	2%	-2%	-2%	0.4%

By substructure: the compounds so far containing four or more nitrogen atoms
SMILES	Coupling enz	Giardia killer	Tb PFK inh	Integrin act MD	PKM2 act	Menin MLL FP TR	TSG101-PTAP inh	BCR signal inh	ASM inhibitor	GALK inh	B2AR arrestin
CCN1CCN(CCCN(Cc2ccco2)C(=S)Nc2ccc(Cl)c(C)c2)CC1	1	-1	-3%	-44%	3%	-22%	1%	-1%	18%	7%	-0.1%
O=c1[nH]c(=S)[nH]c2[nH]c(=S)[nH]c12	-8	.	13µM*	.	-31%	-5%	.	19%&-4%	.	-3%	-0.2%&-0.1%
C=CCn1c(SCC(=O)c2ccc(OC)cc2)nnc1C(C)NC(=O)c1cccs1 (centres undefined)	0	4	-3%	-21%	-12%	-11%	-13%	-9%	0%	-1%	0.2%
NC1=NC2(CCCCC2)N=C(Nc2ccc(Br)cc2)N1	3	-16	-4%	-15%	-8%	-7%	1%	?	-3%	0%	0.0%
CCOc1ccccc1NC(=S)Nc1ccc2cn[nH]c2c1	-3	1	9%	-7%	-6%	.	-2%	?	-3%	-3%	-0.2%
Cc1c(C#N)c2ncn(Cc3ccccn3)c(=O)c2n1-c1ccccc1	3	13	-1%	-6%	-17%	1%	-9%	-8%	5%	4%	0.3%

Bioassay records: PubChem, National Center for Advancing Translational Sciences (NCATS)
